L3MBTL1 inh – inhibitors of human L3MBTL1. Q9Y468. AlphaScreen L3MBTL1–H3K9me1 peptide binding. Potency, µM (highest dose often 57.1 µM), inactives show at the top dose activity, negative = inhibition, hits mostly inhibitors. 230,000 compounds, 0.66% hits. AID 485360; further: nearly all actives have a fitted effect of over 60% in size
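AlphaScreen assay: L3MBTL1 (50 nM final) was preincubated 30 min at room temperature with biotinylated H3(1-15)K9me1 peptide (75 nM final), then 30 min with library compounds; streptavidin donor and nickel chelate acceptor beads (10 ug/mL final) added, 30 min dark.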
TR SRC2 fluor cs – counter-screen for TRb-SRC2 inhibitors: fluorescence interference; TRb/SRC2 Texas Red total fluorescence interference; Potency, µM (doses to about 106 µM), for inactives: top-dose fluorescence change, negative = quenching; 280,000 compounds, 0.29% hits; AID 1479; active means well fitted curve in either direction with a large enough effect; inconclusive means small, poorly fitted or top-dose-only effect
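Human TRb ligand-binding domain at 0.6 uM with 20 nM Texas Red SRC2 peptide in Tris buffer containing 1 uM T3 and 5% DMSO, incubated with compound 5 h at ambient temperature. Total fluorescence (555/632 nm) calculated as parallel + 2 × perpendicular.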
TRb SRC2 PPI – TRbeta-SRC2 interaction inhibition; Potency, µM (top dose mostly 106 µM), for the others: at the top dose activity change, negative = inhibition, hits mostly inhibitors; TRbeta-SRC2 peptide binding, fluorescence polarization; receptor liganded with 1 µM T3; 280,000 compounds, 0.065% hits;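 further: plate controls were bound peptide for no effect and peptide without receptor for full effect; nearly all actives have a fitted effect of over 50% in size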
Target sequence (P10828 whole entry, looked up): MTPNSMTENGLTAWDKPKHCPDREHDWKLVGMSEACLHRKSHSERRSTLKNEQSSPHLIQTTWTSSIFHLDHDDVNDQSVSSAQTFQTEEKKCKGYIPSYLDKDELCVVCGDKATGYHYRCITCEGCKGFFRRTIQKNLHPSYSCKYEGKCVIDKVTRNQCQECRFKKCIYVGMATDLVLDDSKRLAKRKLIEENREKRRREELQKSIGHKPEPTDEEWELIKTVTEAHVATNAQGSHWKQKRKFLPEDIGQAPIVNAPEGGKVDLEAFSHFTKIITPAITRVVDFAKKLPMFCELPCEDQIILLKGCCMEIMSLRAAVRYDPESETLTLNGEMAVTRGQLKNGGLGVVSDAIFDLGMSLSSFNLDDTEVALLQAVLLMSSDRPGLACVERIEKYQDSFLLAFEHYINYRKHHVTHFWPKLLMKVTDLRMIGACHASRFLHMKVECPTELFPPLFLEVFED
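Fluorescence polarization of 20 nM Texas Red SRC2 peptide with 0.6 uM human TRb ligand-binding domain, in Tris buffer with 1uM T3 and 5% DMSO. Incubated 5 hr ambient; normalized to unbound and bound controls.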
GAA inh – blocks human lysosomal alpha-glucosidase; P10253; purified human GAA, 4-MU-alpha-glucoside fluorescence; Potency, µM (highest dose often 76.9 µM), without a hit: at the highest dose activity change, negative = inhibition, hits mostly inhibitors; 200,000 compounds, 0.005% hits;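 further: plate controls were uninhibited enzyme wells for no effect and no-enzyme background for full effect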
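Human enzyme at 4 nM with 400 uM 4-methylumbelliferyl-alpha-D-pyranoside, citrate/phosphate buffer pH 5.0, 0.005% Tween-20, 20 min at room temperature. Compounds up to 77 uM. 4-MU fluorescence (Ex 365/Em 440) read after NaOH/glycine stop; AC50 from Hill fit.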
GoLoco inh red – inhibitors of human Gai1-RGS12 GoLoco interaction (red fluorophore) | Gai1:RGS12 GoLoco peptide FP, rhodamine, 10 min | Potency, µM (titrated, usually from 61.6 µM), inactives show top-dose activity, negative = inhibition, usual class: inhibitors | 230,000 compounds, 0.44% hits; active means well fitted inhibition curve with a large enough effect, not every such curve was filed as active; inactive means no such curve, though single readings can be large or run the other way; further: nearly all actives have a fitted effect of over 30% in size; many of its hits are not listed in these tables
aGlu spleen mod – inhibitors or activators of human alpha-glucosidase in spleen homogenate. 240,000 compounds, 0.006% hits. AID 2112. Potency, µM (highest dose often 79.9 µM), for the others: at the top dose activity change, negative = inhibition, most hits filed as inhibitors. human spleen homogenate, 4-MU-alpha-glucoside fluorescence;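 further: 0% = enzyme with vehicle and -100% = no enzyme basal signal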
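Enzyme source: human spleen homogenate, 1 ug/well. Buffer 50 mM citric acid/K phosphate pH 5.0, 0.01% Tween-20. 4-MU-alpha-glucoside 1 mM; 37 C x 40 min; NaOH/glycine stop; fluorescence.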
RECQ1 helicase – inhibitors of human RECQ1 DNA helicase; P46063; RECQ1 DNA unwinding, red fluorescence kinetic read; Potency, µM (series often up to 57.3 µM), for inactives: at the highest dose activity, negative = inhibition, most hits filed as inhibitors; 240,000 compounds, 0.54% hits; AID 2549;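 further: plate controls were vehicle for no effect and no enzyme for full effect; nearly all actives have a fitted effect of over 30% in size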
Target sequence (P46063 whole entry, looked up): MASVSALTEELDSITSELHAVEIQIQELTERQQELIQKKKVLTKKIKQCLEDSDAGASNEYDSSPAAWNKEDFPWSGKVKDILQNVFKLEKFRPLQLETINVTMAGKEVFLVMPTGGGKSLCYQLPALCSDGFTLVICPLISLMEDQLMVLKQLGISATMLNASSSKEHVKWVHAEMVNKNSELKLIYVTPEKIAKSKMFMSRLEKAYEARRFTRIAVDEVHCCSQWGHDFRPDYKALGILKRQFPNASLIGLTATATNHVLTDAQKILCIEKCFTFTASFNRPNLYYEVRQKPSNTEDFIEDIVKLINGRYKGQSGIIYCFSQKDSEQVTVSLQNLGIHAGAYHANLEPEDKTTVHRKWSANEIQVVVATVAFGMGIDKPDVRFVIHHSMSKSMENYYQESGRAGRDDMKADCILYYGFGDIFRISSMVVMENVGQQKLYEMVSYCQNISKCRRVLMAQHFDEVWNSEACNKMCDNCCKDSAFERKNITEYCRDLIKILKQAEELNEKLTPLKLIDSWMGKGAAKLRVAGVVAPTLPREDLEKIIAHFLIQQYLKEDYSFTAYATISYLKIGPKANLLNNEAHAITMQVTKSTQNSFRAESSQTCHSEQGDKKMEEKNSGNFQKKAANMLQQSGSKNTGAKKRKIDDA
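RECQ1T1 50 nM; forked duplex (20 bp + 30-nt ss tails) 200 nM, ATP 2 mM final; pH 8.0, 2 mM MgCl2, 2.5 ug/ml poly(dI-dC); 15 min compound preincubation; discontinuous kinetic read over 2 h at RT.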
GAA glycogen mod – inhibitors or activators of human alpha-glucosidase glycogen cleavage; P10253; 300,000 compounds, 0.38% hits; recombinant GAA, glycogen substrate, Amplex Red glucose oxidase fluorescence; AID 2100; Potency, µM (highest dose often 76.4 µM), for the others: top-dose activity change, negative = inhibition, hits mostly inhibitors;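 further: 0% = full enzyme reaction and -100% = no-enzyme basal signal; the screen sought inhibitors and activators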
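Natural-substrate format: glycogen cleavage by 4 nM human enzyme, glucose read by Amplex Red coupling (Ex 573, Em 610 nm). Normalized to enzyme and no-enzyme controls.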
Active calls of the source: *; i = inactive; ? = inconclusive; / = not tested or not shown; & = joins results of further samples; ! = not active in a repeat; [ ] = another dose, or the depositor's remark. Unless noted, the call rests on the fitted dose curve; in most records, active means well fitted curve in the direction sought with a large enough effect; inconclusive means small, poorly fitted or top-dose-only effect, or another doubt; inactive means no such curve, though single readings can be large; an effect the other way counts as inactive or inconclusive. Unless noted, on the % scale 0 is the no-effect control and ±100 the full control effect; potency means the concentration at half of the fitted maximal effect. An excerpt. The share of hits here may be higher or lower than overall.

structure,GAA inh,aGlu spleen mod,TRb SRC2 PPI,L3MBTL1 inh,GoLoco inh red,TR SRC2 fluor cs,GAA glycogen mod,RECQ1 helicase
Cc1ccc(C)n1CCN1CCN(S(=O)(=O)c2ccc(F)cc2F)CC1,-2%,7%,8%,-11%,3%,0%,18%,i
COc1ccc(NS(=O)(=O)c2cc(C)ccc2C)cc1,-6%,5%,0%,-1%,-2%,-3%,-12%,0%
Cn1cccc1Cc1nnc(SCC(=O)NCC2CCCO2)n1CCc1ccccc1 (centres undefined),-13%,4%,-13%,-1%,8%,1%,3%,0%
CCC(C)(C(=O)NC1CCCC1)N(C(=O)CC1NC(=O)NC1=O)c1c(C)n(C)n(-c2ccccc2)c1=O (centres undefined),-1%,-4%,-7%,/,-5%,3%,-16%,-17%
O=C(NCc1ccccc1)N1CCC(CO)(Cc2cccc(F)c2)CC1,/,4%,11%,0%,0%,0%,5%,-3%
COc1cc(/C=N/NC(=O)c2ccc(F)cc2)ccc1OC(=O)c1ccco1,2%,-13%,6%,-1%,-14%,-3%,-4%,i
O=c1c2ccccc2c(C=NCCO)c(O)n1-c1ccccc1,-9%,-18%,-1%,0%,-3%,-3%,3%,-4%
COc1ccc(C2(C(=O)NC(C)C)CCCC2)cc1OC,-5%,-10%,-17%,?,13%,2%,/,i
NC(=S)N/N=C/c1ccccc1OCCSc1ccc(Cl)cc1,-6%,-6%,1%,-13%,-14%,-3%,?,i
COc1ccc(N2C(=O)C(F)(F)C2c2ccc(C)cc2)cc1OC (centres undefined),-6%,6%,3%,9%,6%,-1%,-6%,-13%
O=C(N/N=C/c1cccs1)C1COc2ccccc2O1 (centres undefined),?,2%,-1%,/,-3%,0%,-3%,i
COc1cc(C(=O)N(Cc2ccc(F)cc2)C2CCS(=O)(=O)C2)cc(OC)c1OC (centres undefined),0%,5%,-5%,-5%,2%,0%,-3%,i
O=C1NC(=O)C(c2ccccc2)(c2ccccc2)N1,4%[15.4 µM],1%&-12%&0%&3%&8%&2%&4%&-12%,-1%,-4%&-7%,10%&-5%&3%&4%&-7%&-2%&-13%&9%,-2%,-17%&3%&-1%,-2%&-1%&13%&-1%&0%&-2%&9%
COc1ccccc1CN1CC(C(=O)NCC2CCCO2)CC1=O (centres undefined),-2%,-5%,1%,1%,9%,-1%,3%,-1%
CC(C)OC(=O)CCC/C=C\C[C@@H]1[C@@H](CC[C@@H](O)CCc2ccccc2)[C@H](O)C[C@@H]1O,-14%[15.4 µM],-15%,0%,/,20%,-1%,-5%,2%
Cc1ccc(OCCSc2ncnc3nc[nH]c23)cc1,-14%,-1%,-7%,/,8%,0%,6%,-12%
O=C(CCN1C(=O)/C(=C/C=C/c2ccccc2)SC1=S)Nc1ccccn1,-1%,-7%,11%,/,40%[activator],-1%,7%,-6%
COc1ccc(C2CC(c3cccs3)=NN2C(=O)COC(=O)c2cncc(Br)c2)cc1OC (centres undefined),-3%,2%,1%,-17%,57%[activator],-1%,-5%,-6%
COc1cccc(CC(=O)N[C@@H](CCSC)c2nc3ccccc3[nH]2)c1,5%,-8%,-9%,-5%,8%,0%,0%,0%
O=C(c1cnc2c(c1)COc1ccc(Cl)cc1-2)c1ccccc1O,-6%,1%,-15%&-3%,-3%,4%,7.9µM*![quencher],-5%[76.3 µM],i

Some of the entries so far, as labelled records:
> COc1ccccc1CN1CC(C(=O)NCC2CCCO2)CC1=O (centres undefined)
- GAA inh: -2%
- aGlu spleen mod: -5%
- TRb SRC2 PPI: 1%
- L3MBTL1 inh: 1%
- GoLoco inh red: 9%
- TR SRC2 fluor cs: -1%
- GAA glycogen mod: 3%
- RECQ1 helicase: -1%
> CC(C)OC(=O)CCC/C=C\C[C@@H]1[C@@H](CC[C@@H](O)CCc2ccccc2)[C@H](O)C[C@@H]1O
- GAA inh: -14%[15.4 µM]
- aGlu spleen mod: -15%
- TRb SRC2 PPI: 0%
- L3MBTL1 inh: /
- GoLoco inh red: 20%
- TR SRC2 fluor cs: -1%
- GAA glycogen mod: -5%
- RECQ1 helicase: 2%

Remaining list, next part:
structure,GAA inh,aGlu spleen mod,TRb SRC2 PPI,L3MBTL1 inh,GoLoco inh red,TR SRC2 fluor cs,GAA glycogen mod,RECQ1 helicase
CN(C)S(=O)(=O)c1ccc(Cl)c(NC(=O)COC(=O)CN2C(=O)C3CCCCC3C2=O)c1 (centres undefined),3%,-1%,4%,12%,5%,-2%,-6%,i
O=C(O)COCc1nc2ccccc2[nH]1,2%,1%,15%,8%,/,-1%,-10%,-5%
O=C(N/N=C\c1ccc(Cl)cc1)c1sccc1-n1cccc1,6%,0%,3%,3%,-7%,3%,13%,8%
Cc1ccccc1CSCCNC(=O)CN(c1ccc2c(c1)OCO2)S(C)(=O)=O,-1%,-2%,0%,3%,17%,3%,-3%,-2%
CCCC(O)(CCN(C)C)c1ccc(OC)cc1 (centres undefined),4%,0%,-2%,/,-2%,-5%,-3%,i
COc1cccc2cc3c(=O)n(-c4ccccc4)nc-3oc12,1%,-2%,6%,/,-8%,-2%,8%,-4%
COc1cc(NC(=O)c2ccnc(N)c2)cc(C(=O)Nc2cccc(C(F)(F)F)c2)c1,/,2%,-5%,/,1%,-1%,-11%,-15%
Cc1nc2nc(-c3ccccc3)[nH]n2c(=O)c1Cc1ccccc1,-5%,1%,-6%,10%,8%,-1%,5%,-1%
Cc1cc(C(=O)CSc2nnnn2-c2ccc(O)cc2)c(C)n1C,-15%,-5%,-7%,25%,38%[activator],-5%,-9%,6%
Cc1sc2ncnc(N3CCOCC3)c2c1C,-6%,-7%,2%,/,3%,-2%,3%,-2%

Looked up above:
GoLoco inh red, COc1cccc2cc3c(=O)n(-c4ccccc4)nc-3oc12 = -8%
TR SRC2 fluor cs, Cc1nc2nc(-c3ccccc3)[nH]n2c(=O)c1Cc1ccccc1 = -1%

Remaining list, next part
structure,GAA inh,aGlu spleen mod,TRb SRC2 PPI,L3MBTL1 inh,GoLoco inh red,TR SRC2 fluor cs,GAA glycogen mod,RECQ1 helicase
O=C(NC(Cc1ccccc1)C(=O)O)/C(=C/c1ccccc1)NC(=O)c1cccc(Br)c1 (centres undefined),-5%,0%,-4%,/,-9%,-1%,6%,-3%
Cc1cccc(-c2nc3c(c(SCC(=O)N4CCOCC4)n2)CCCC3)c1,1%,-10%,-7%,-2%,5%,-6%,5%,-1%
COc1ccc2c(c1)NC1(O)c3ccccc3C(=O)C21O (centres undefined),3%,9%,2%,2%,0%,0%,7%,-1%
O=C(O)c1cnc(-c2ccccc2)nc1Oc1ccc(Cl)cc1,2%,-3%,1%,3%,2%,1%,-10%,-1%
COc1ccc(-c2nn(-c3ccccc3)cc2/C=C/C(=O)N2CCOCC2)cc1OC,0%,-3%,-3%,-3%,9%,-3%,-20%,i
O=c1cc(-c2ccc(O)c(O)c2)oc2cccc(O)c12,/,8%,1%,/,1%,-7%,/,25µM*
COc1ccc(Br)cc1-c1noc(-c2ccncc2)n1,-4%,-5%,-21%,/,2%,0%,4%,i
Cc1cccc(-c2nnc(NC(=O)c3cccs3)s2)c1,-4%,1%,3%,3%,1%,0%,0%,-12%
CCN(CC)c1ccc(C(=C2C=CC(=[N+](CC)CC)C=C2)c2ccccc2)cc1,/,4%,-8%,/,/,0%,/,-13%
COC(=O)C1CCN(C(=O)COC(=O)c2ccc(OC)c(S(=O)(=O)N3CCCc4ccccc43)c2)CC1,-11%,-1%,-4%,-11%,4%,1%,0%,0%
Cc1cccc(-n2c(C)cc(/C=N/O)c2C)c1,1%,-8%,-4%,-16%,3%,-1%,12%,-4%
Cc1ccccc1SCC(=O)NC1CCOC1=O (centres undefined),-3%,0%,2%,-6%,6%,0%,-9%,-8%
O=C(CN1CCN(Cc2ccccc2)CC1)Nc1cccc(S(=O)(=O)N2CCCCCC2)c1,-6%,-4%,1%,/,-5%,-1%,-5%,i
CCCC(C)C(=O)Nc1ccc(C(N)=O)cc1 (centres undefined),5%,-11%,-10%,-5%,9%,-1%,-3%,0%
C=CCn1cc(C(=O)OC)c(=O)c2cc(S(=O)(=O)N3CCCCCC3)ccc21,-5%,-6%,2%,/,-4%,0%,7%,5%
C=CCNC(=S)Nc1sc2c(c1C(=O)OCC)CCN(C(=O)OCC)C2,0%,-2%,-13%,/,3%,-1%,2%,i
O=C1CC(=O)C(n2cncn2)C(c2ccc(Cl)cc2Cl)C1 (centres undefined),2%,3%,-10%,4%,-4%,-2%,2%,-6%
COc1ccc(N2CC(O)=C(c3nc(-c4ccc(Cl)cc4)cs3)C2=N)cc1,-10%,-1%,-6%,-16%,9%,0%,8%,-8%
O=[N+]([O-])c1ccc2nc(SCc3cn4ccccc4n3)[nH]c2c1,-4%,-12%,-3%,0%,17%,3%,-3%,-6%
C[C@H](NC(=O)OC(C)(C)C)c1nnc(SCC(=O)Nc2ccc(Br)cc2)o1,-6%,-11%,-6%,-3%,5%,1%,8%,1%
CCO[C@H]1OC(C(=O)NC2CC2)=C[C@@H](C)[C@@H]1CCCO,/,-2%,0%,8%,-6%,0%,2%,-3%
COc1ccc(C2=CC3=C(Br)C(=O)C(C)(OC(=O)c4cnc5ccccc5n4)C(=O)C3=CO2)cc1 (centres undefined),/,3%,2%,/,5%,0%,/,-5%
CCOC(=O)c1c(NC(=O)CSc2nc3c(c(=O)n(C)c(=O)n3C)n2C(C)C)sc(C)c1C,-8%,-2%,-1%,-4%[11.4 µM],4%,-3%,7%,0%
C[C@@H]1O[C@@H](OC[C@H]2O[C@@H](Oc3cc(O)c4c(c3)O[C@H](c3ccc(O)c(O)c3)CC4=O)[C@H](O)[C@@H](O)[C@@H]2O)[C@H](O)[C@H](O)[C@H]1O,/,-7%,0%,/,/,-3%,/,-13%
CCC1CCc2c(sc(NC(=O)c3ccco3)c2C(N)=O)C1 (centres undefined),0%,-13%,1%,-4%,13%,-5%,2%,-7%
COc1ccc(CCCC(=O)N/N=C/c2cccc(OC)c2O)cc1C,0%,-6%,-6%,-5%,9%,4%,-4%,3%
Nc1nnc(SCc2c(F)cccc2Cl)s1,6%,-1%,3%,-1%,-1%,-2%,6%,-3%

High-throughput results (PubChem)
